NOD2 RIPK2 PPI = NOD2-RIPK2 binding disruptors in cells, primary screen, fluorescence, CHO cells, BLA complementation | AID 624267, 2012 | Receptor-interacting serine/threonine-protein kinase 2 (Homo sapiens), O43353 | inhibition, % at 4.98 µM | actives 0.38% (n = 360,000) | CCF4 ratio; in the data active = inhibition above about 21%;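 also: 0% = vehicle only and 100% = reference blocker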
ABHD5 PLIN5 PPI = ABHD5-PLIN5 interaction inhibitors, primary screen, cell lysate, split luciferase complementation, luminescence; Perilipin-5 (Homo sapiens) + 1-acylglycerol-3-phosphate O-acyltransferase ABHD5 (Homo …; Split G. princeps luciferase complementation, 4 h; inhibition, % at 4 µM; actives 0.78% (n = 360,000);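 active = inhibition above the mean inhibition across every tested compound plus 3 SD, cut at about 22% in these data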;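 also: 0% = DMSO only wells and the 100% control is not disclosed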
SRC3 inh = SRC3 coactivator transcriptional activity inhibitors, primary screen, cell-based, luminescence | AID 588352, 2011 | inhibition, % at 3.6 µM | HEK293 GAL4-SRC3 luciferase reporter | Nuclear receptor coactivator 3 (Homo sapiens), Q9Y6Q9 | actives 0.17% (n = 360,000);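 active = inhibition above a per-campaign cutoff, the mean of all compounds plus 3 SD, cut at about 60% in these data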;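 also: 0% = DMSO-treated cells and 100% = gossypol-treated cells at 36 µM; higher means less SRC3-driven luciferase light from the GAL4 reporter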
NR2F2 inh = NR2F2 transcriptional activity inhibitors, primary screen, cell-based, luciferase reporter, HEK293T, luminescence | COUP transcription factor 2 (Homo sapiens), P24468 | HEK293T NGFI-A luciferase reporter | inhibition, % at 8.6 µM | AID 686940, 2013 | actives 0.7% (n = 370,000);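 active = inhibition above a per-plate cutoff, mean inhibition of test wells between control levels plus 3 SD, cut at about 38% in these data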;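 also: cells cotransfected with COUP-TFII expression vector driving the NGFI-A reporter; 0% = median of COUP-TF2 test wells and 100% = reporter-only cells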
MC4R antag cAMP = MC4R antagonists of cAMP signaling, primary screen, cell-based, TR-FRET, antagonist arm of biased-ligand search; Melanocortin receptor 4 (Homo sapiens), P32245; inhibition, % at 6.5 µM; MC4R-expressing cells, MTII-stimulated cAMP, LANCE TR-FRET; AID 540295, 2011; actives 0.48% (n = 360,000);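 active = inhibition above its plate's cutoff, the mean of tested wells on that plate plus 3 SD, cut at about 29% in these data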;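 also: 0% = Melanotan II alone and 100% = Melanotan II plus saturating MCL0020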
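material = U2OS cells stably expressing human melanocortin 4 receptor (MC4R) | also added = Melanotan II challenge | dosing = single nominal compound dose of 6.5 µM | detection = TR-FRET with Eu-cAMP and labeled anti-cAMP, 671 nm | replication = singlicate | timing = compound 30 min, challenge 1 h, detection 1 h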
NCOA1 inh = SRC1 coactivator transcriptional activity inhibitors, primary screen, cell-based, luminescence. inhibition, % at 3.6 µM. Nuclear receptor coactivator 1 (Homo sapiens), Q15788. HEK293 GAL4-SRC1 luciferase reporter. actives 0.12% (n = 360,000);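 active = inhibition above the campaign mean plus 3 SD, with each screening campaign given its own cutoff, cut at about 60% in these data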;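 also: 0% = DMSO treated cells and 100% = gossypol at 36 µM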
TLR9-MyD88 block = inhibitors of TLR9-MyD88 association in cells, primary screen, cell-based, CHO, BLA complementation, fluorescence | Toll-like receptor 9 (Homo sapiens) + Myeloid differentiation primary response protein … | CCF4 FRET ratio | inhibition, % at 4.98 µM | actives 0.21% (n = 340,000) | AID 504734, 2011;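 active = inhibition above the mean over all tested compounds plus 3 SD, cut at about 21% in these data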;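 also: 0% = DMSO only wells and 100% = clavulanate BLA inhibitor control wells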
SRC2 inh = inhibition of GAL4-SRC2 driven luciferase reporter, primary screen, SRC2 inhibitor project, cell-based, luminescence; actives 0.17% (n = 370,000); AID 651957, 2012; Nuclear receptor coactivator 2 (Homo sapiens), Q15596; HEK293 GAL4-SRC2 luciferase reporter; inhibition, % at 9 µM;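 active = inhibition above the mean inhibition of all tested compounds plus 3 SD, set per campaign, cut at about 52% in these data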;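 also: 0% = DMSO treated cells and 100% = cells given Gossypol at 36 µM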
LRH-1 inv ag = LRH-1 (NR5A2) inverse agonists, primary screen, cell-based, luminescence, HEK293T, StAR-luciferase reporter; LRH-1 transfected, 24 h; inhibition, % at 3.6 µM; actives 0.13% (n = 360,000);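 active = inhibition above the mean inhibition of all tested compounds plus 3 SD, cut at about 73% in these data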;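 also: 0% = DMSO wells and 100% = reporter-only cells lacking LRH-1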
EBV LMP1 NFkB = EBV LMP1-driven NF-kappaB luciferase reporter inhibitors, primary screen, cell-based, luminescence, single point | LMP1-induced NF-kappaB luciferase reporter cells | inhibition, % at 12.5 µM | actives 0.69% (n = 350,000) | AID 504558, 2011; in the data active = inhibition above about 41%;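 also: 0% = neutral control wells and 100% = reference inhibitor control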
MC4R ag barr = MC4R agonists recruiting beta-arrestin, primary screen, cell-based, luminescence, agonist arm of biased-ligand search; actives 0.98% (n = 360,000); activation, % at 8.9 µM; U2OS MC4R beta-arrestin complementation; percent of melanotan II response, DMSO zero;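 active = activation above a per-plate cutoff, the mean activation of sample wells on that plate plus 3 SD, cut at about 8% in these data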
An asterisk follows results filed as active; · = no result given. Some of the compounds tested; count on the stated rates, not on these rows.

SMILES	NOD2 RIPK2 PPI	ABHD5 PLIN5 PPI	SRC3 inh	NR2F2 inh	MC4R antag cAMP	NCOA1 inh	TLR9-MyD88 block	SRC2 inh	LRH-1 inv ag	EBV LMP1 NFkB	MC4R ag barr
O=C(NC1CCN(Cc2ccccc2)CC1)c1ccc(Cl)cc1Cl	-3	3	5	4	-1	21	1	-43	3	5	-0.7
CN(CC(=O)NCc1ccc(F)cc1)S(=O)(=O)c1ccc2c(c1)n(C)c(=O)c(=O)n2C	-7	-1	-6	-5	2	-5	-1	-28	1	5	-1.7
COc1ccc2oc(C(=O)N(CC(C)C)C3CCS(=O)(=O)C3)c(C)c2c1 (stereo unspecified)	-1	-2	11	11	2	-13	8	19	-7	-3	-3.5
COc1cccc(C(=O)N/N=C2\SCC(=O)N2Cc2ccc3c(c2)OCO3)c1	-15	-2	8	-4	6	7	1	-7	7	3	-2.2
CC1CCN(C(=S)c2cn(Cc3ccc(F)cc3)c3ccccc23)CC1	10	-6	5	6	-3	-2	8	15	17	-9	-2.5
Clc1ncnc2scc(C3COc4ccccc4O3)c12 (stereo unspecified)	-3	-1	-5	-7	-2	-22	-5	3	-25	11	-3.9
CCCN(Cc1ccco1)S(=O)(=O)c1ccc(OC)c(OC)c1	-3	3	-19	0	4	-9	-4	-16	-27	7	-1.7
Cc1c(C)c2c(OCC(=O)N3CCC(C(=O)NCC(C)C)CC3)cc3c(c2oc1=O)CCC(C)(C)O3	13	-1	9	·	6	-17	6	·	2	·	0.1
COC(=O)c1ccccc1NC(=O)Cn1cc(Br)cn1	12	-3	-6	2	-1	10	-1	-34	-14	2	-0.3
COc1ccc2c(c1)OC(c1ccccc1)(C(F)(F)F)NC2=O (stereo unspecified)	-3	-3	18	17	8	-134	13	-2	2	-7	-2.2
Cc1nc2ccccc2c(=O)n1NC(=O)c1ccc([N+](=O)[O-])cc1Cl	6	5	9	1	3	-3	0	1	0	-2	-1.0
CCC(C)Nc1ncnc2c1cnn2Cc1ccc(Cl)cc1 (stereo unspecified)	-6	-6	-7	3	2	1	-8	-21	8	4	0.8
COCCCn1nnnc1SCC(=O)N1CCN(C(=O)c2ccco2)CC1	2	-4	2	-1	5	-12	-3	6	20	-2	-2.3
CC(C)(C)C(=O)Nc1cccc(-c2ccc[nH]2)n1	0	0	9	-13	-4	4	3	3	-37	-5	-2.6
Cc1ccc(NC(=O)c2cc(NC(=O)c3ccccc3C(=O)O)ccc2N2CCCCC2)cc1	-8	-2	9	-17	13	2	2	-11	7	5	1.8
COc1ccc(C2CC(c3ccccc3)=NN2C(=O)COC(=O)c2cc(S(=O)(=O)N3CCOCC3)ccc2Cl)cc1 (stereo unspecified)	-8	2	-6	0	2	-15	-11	-2	-5	2	-2.3
COc1ccc(CC(=O)Oc2cc(C)[nH]c(=O)c2[N+](=O)[O-])cc1	-2	2	-9	3	22	-1	4	7	2	-6	1.7
CCn1ncc(/C=N\NC(=O)c2csc3ccccc23)c1C	4	-5	-9	-38	-21	-27	5	-41	-21	3	-3.8
Nc1ccc2c(c1)CCC2=O	-9	3	13	-4	2	-3	-2	-1	12	3	0.8
O=C(O)c1ccc(Cl)c(S(=O)(=O)NCc2ccco2)c1	4	-3	3	3	1	-9	-4	14	-1	-6	-1.4
CCCn1c(SCC(=O)N2c3ccccc3Sc3ccccc32)nc2ccccc21	0	-5	12	-6	-3	-1	-1	9	23	-10	-2.2
O=c1c2cnn(-c3ccccc3)c2ncn1Cc1ccccc1F	4	7	-2	-10	1	-12	-2	6	-9	2	0.3
CCOC(=O)c1nc2ccccc2c(C)c1C	1	-4	-4	-8	9	5	0	-6	-22	2	1.8
C/C(=N\NC(=O)c1ccn(C)n1)c1ccc(NC(=O)c2cccc(F)c2)cc1	-2	2	-90	-41	3	-77	8	-54	-125	-6	0.1
CCc1nc2c(n1O)CCc1nonc1-2	-6	-3	-3	2	1	5	-15	15	-16	-3	-0.2
CNC(=O)C1Cc2c(-c3cccc(F)c3)ccnc2O1 (stereo unspecified)	-15	-8	-22	15	9	-22	·	-5	-2	·	1.5
CC(=O)NS(=O)(=O)c1ccc(NC(=O)c2cccc(OCc3c(C)noc3C)c2)cc1	-3	7	6	4	0	4	-8	-7	-17	5	-1.7
CC(NC(=O)c1ccc2nc(Cc3cccc(Cl)c3)oc2c1)c1ccncn1 (stereo unspecified)	5	5	-3	-3	1	-10	10	6	-7	-2	-1.1
COc1cc(C2=NOC(C(=O)Nc3ccc4c(c3)OCO4)C2)cc(OC)c1OC (stereo unspecified)	-9	6	-9	4	7	5	0	-16	-10	1	-1.4
O=C(O)CCn1c(SCCOc2ccccc2)nc2ccccc21	1	6	3	5	12	3	4	7	1	-3	-1.0
CC1CCCC(C)N1/N=C/c1cccc(Br)c1 (stereo unspecified)	10	-3	10	-5	22	-8	-5	-17	-8	4	-1.0
CCCNc1nc(Cl)nc(NCc2cccnc2)n1	-6	5	20	-11	5	1	2	-54	16	-2	2.2
O=C(CSc1nnc(-c2n[nH]c3ccccc23)n1-c1ccccc1)Nc1cccc(Cl)c1	-4	2	8	18	10	4	-4	-4	10	11	7.9
Cc1cccc(C(=O)NC2CC3CCCC(C2)N3S(=O)(=O)c2ccccc2)c1 (stereo unspecified)	2	-1	6	14	14	13	-8	3	3	5	-0.3
CCOC(=O)C1(C)CCCN(C(=O)c2cccnc2)C1 (stereo unspecified)	-1	-12	-12	-25	-1	-3	·	-10	-2	·	-1.4
COc1ccc(N2CCN(C(c3cccc(OC)c3OC)c3nnnn3C3CCCC3)CC2)cc1 (stereo unspecified)	3	7	7	-1	7	8	-3	-16	10	5	1.7
Cc1ccc(S(=O)(=O)N(C)CC(=O)OCC(=O)NC(c2ccccc2)c2ccccc2)cc1	-3	2	10	-7	24	-39	3	-9	6	1	-2.0
COc1ccc(C(=O)Nc2ccc3nc(N4CCCCC4)cc(C)c3c2)cc1OC	4	12	22	23	0	-7	-10	-2	-18	-3	-0.3
C/C(=N\NC(=O)c1nnn(-c2nonc2N)c1-c1cccs1)c1ccc(C)cc1	14	0	5	9	11	11	2	-6	7	5	-0.8
CCCCCNC1=CC(=O)CC(c2ccccc2)C1 (stereo unspecified)	-13	-4	2	15	-3	-4	0	-18	4	-2	-0.8
COc1ccccc1C(=O)NCC(=O)OCc1ccc(Br)cc1	5	-3	19	-10	2	-3	-4	1	-16	8	0.1
COCC(=O)NCc1ccc2c(c1)cc(C)n2C	-11	7	3	8	5	1	-8	12	-8	11	-2.2
COc1ccccc1OCc1ccc(C(=O)NN)o1	-5	8	-11	11	2	-15	-5	-5	-25	-3	-0.7
CCOc1ccccc1C=NNC(=O)C(=O)NN=Cc1ccccc1OCC	24*	-1	-24	-8	-5	-8	-5	-4	13	7	-0.3
Cc1noc(C)c1S(=O)(=O)N(C)C[C@H]1OCCCC[C@@H](C)Oc2ccc(NS(=O)(=O)c3cn(C)cn3)cc2C(=O)N([C@H](C)CO)C[C@@H]1C	7	-2	-4	0	12	-4	-8	-15	-7	0	-1.0
COc1ccc(-c2csc(NC(=O)CC(C)C)n2)cc1	-16	-1	-24	-41	-7	-63	10	-48	-71	-26	0.6
Cc1cccc(NC(=S)N(Cc2ccco2)C(C)c2cccs2)c1 (stereo unspecified)	-18	1	19	-11	15	-2	8	7	-2	11	-1.1
Cc1ccc(NC(=O)CC2Nc3ccccc3NC2=O)cc1Cl (stereo unspecified)	12	-4	-45	-5	1	-74	1	-13	-20	-25	-1.1
Cc1onc(-c2ccccc2Cl)c1C(=O)NCc1cccs1	-6	-3	4	-2	-4	8	8	18	-2	-6	-0.6
COc1ccc(CCC(=O)NC2CCCc3ccccc32)cc1OC (stereo unspecified)	-2	6	1	5	6	-17	5	-21	4	-1	-0.4
Cc1cc(=O)oc(C)c1C(=O)NCCc1ccccc1	-2	1	-10	1	3	-15	7	6	-17	-7	3.4
O=C(NC1CC1)C1=COCCO1	-5	-5	5	8	6	-3	-8	-8	10	0	-1.1
COc1ccc(CCNC(=O)c2ccc(-c3ccc([N+](=O)[O-])cc3Cl)o2)cc1	-8	-2	14	7	-1	-24	-13	-14	17	-1	-2.5
CC(=O)Nc1cc(-c2ccc(C(=O)NC3CC3)cc2)cn2c(-c3cccc(C(F)(F)F)c3)cnc12	1	13	7	15	22	9	·	34	26	·	11*
COc1ccc(NC(=O)CSc2nnc(C3CC3)n2C)cc1S(=O)(=O)N1CCOCC1	1	5	9	-2	0	-24	-9	-17	3	1	-1.5
COc1ccccc1C1CC(=O)NC(C)=C1C(=O)OCC(C)C (stereo unspecified)	2	-5	21	17	4	7	-9	-12	-2	3	0.4
c1ccc(-c2ccc(-c3nc(-c4cccnc4)no3)cc2)cc1	-5	-3	-53	-32	11	-89	6	-26	-105	-23	0.4
COc1ccc(NC(=S)N(CCCN2CCCC2)Cc2cccs2)cc1	-14	0	5	-2	-5	0	-10	-56	0	-3	-2.6
Cc1cc(C)cc(NC(=S)NC2CC3CCC(C2)N3Cc2ccco2)c1 (stereo unspecified)	-20	2	12	-9	-2	-50	-1	-29	2	3	-1.5
Cc1ccc2c(COC(=O)CNS(=O)(=O)c3ccccc3)cc(=O)oc2c1	1	-11	15	-1	-1	-3	-1	0	15	1	1.6
Cc1ccc(C(=O)NCC(=O)O)s1	5	-3	15	16	1	-28	-10	-26	2	0	-0.7
C/C(=N\N=C(N)N)c1cccc([N+](=O)[O-])c1	-13	7	13	-12	-8	18	-7	0	24	1	0.7
CCN(CC)CCOCCOc1ccccc1F	-6	1	14	-8	-6	10	2	-3	1	-1	-2.0
